Screens (PubChem BioAssay)
Tau FP inhib: tau fibrillization inhibition (FP) | hit rate 0.39% among 280,000 | Potency, µM (titrated, usually from 57.7 µM), inactives show top-dose activity, negative = inhibition, most hits filed as inhibitors | P10636 | K18 P301L tau heparin fibrillization, Alexa594 FP, 6 h; also: % is scaled to controls: 0 for no effect and ±100 for the full control effect; nearly all actives have a fitted effect of over 55% in size
Target sequence (P10636 561-689 P618L limits assumed): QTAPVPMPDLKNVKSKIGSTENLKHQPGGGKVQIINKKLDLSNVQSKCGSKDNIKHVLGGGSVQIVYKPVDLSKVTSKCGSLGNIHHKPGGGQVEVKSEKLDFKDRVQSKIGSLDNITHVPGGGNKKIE
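K18 P301L tau (15 uM unlabeled/0.24 uM Alexa 594-labeled, final) + compound + heparin 20 uM final; 100 mM NaOAc pH 7; 6 hr 37 C; ThT 30 uM final added, 1 hr RT; FP ex 555/em 632 nm.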
HttQ103 aggreg: mutant huntingtin aggregation inhibition; PC12 HttQ103-GFP aggregates, Acumen cytometry, 40 h; Potency, µM (highest dose often 46.1 µM), for the others: top-dose activity change, negative = inhibition, most hits filed as inhibitors; hit rate 1.1% among 220,000; AID 1688; also: % is scaled to controls: 0 for no effect and ±100 for the full control effect; nearly all actives have a fitted effect of over 60% in size
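Compounds (qHTS titration) were added to PC12 cells expressing an ecdysone-driven HTT exon 1 Q103–GFP fusion after induction with 100 nM tebufenozide. Aggregate formation was measured as GFP objects in cell lysates.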
HTT cytoprotect: cytoprotection in Huntington HTT-Q103 PC12 cell model. PC12 HTT-Q103 induced, cytoprotection, ATP luminescence, 40 h. Potency, µM (series often up to 56.4 µM), for inactives: cytoprotection (ATP increase), actives largely listed as activators. hit rate 0.14% among 230,000;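 also: % of control where 0% means no effect; nearly all actives have a fitted effect of over 45% in size; toxic huntingtin expression switched on by the ecdysone agonist tebufenozide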
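Huntington model: PC12 line, ecdysone-inducible HTTQ103 exon1–GFP, tebufenozide 100 nM. Test articles in a dose series. Endpoint luminescence from cellular ATP.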
JMJD2E inh: JMJD2E (human) inhibition | AID 2147 | hit rate 1.6% among 230,000 | JMJD2E catalytic domain, FDH-coupled NADH fluorescence (FDH is formaldehyde dehydrogenase) | Potency, µM (highest dose often 57.1 µM), inactives show at the top dose activity change, negative = inhibition, hits mostly inhibitors | B2RXH2; active = well fitted inhibition curve with a large enough effect, not every such curve was filed as active; inconclusive = small, poorly fitted or top-dose-only effect, or another doubt; inactive = no such curve, though single readings can be large or run the other way;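 also: 0% = wells with enzyme and -100% = buffer wells without enzyme; nearly all actives have a fitted effect of over 50% in size; many of its hits are not listed in these tables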
Target sequence (B2RXH2 1-337 limits assumed): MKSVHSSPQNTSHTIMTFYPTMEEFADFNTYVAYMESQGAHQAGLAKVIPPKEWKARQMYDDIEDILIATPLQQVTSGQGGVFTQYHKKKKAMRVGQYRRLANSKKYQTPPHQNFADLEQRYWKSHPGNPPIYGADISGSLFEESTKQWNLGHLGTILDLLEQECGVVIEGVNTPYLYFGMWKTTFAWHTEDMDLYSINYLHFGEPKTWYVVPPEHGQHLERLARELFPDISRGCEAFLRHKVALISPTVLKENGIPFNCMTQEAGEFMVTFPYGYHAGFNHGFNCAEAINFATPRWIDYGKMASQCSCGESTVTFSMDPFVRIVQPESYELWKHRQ
Tau ThT inhib: inhibitors of human tau fibril formation, thioflavin T binding; P10636; recombinant tau K18 P301L, heparin-induced fibrillization, ThT fluorescence; Potency, µM (doses to about 57.4 µM), without a hit: at the highest dose activity, negative = inhibition, actives largely listed as inhibitors; hit rate 2.1% among 270,000; AID 1460; also: % is scaled to controls: 0 for no effect and ±100 for the full control effect; nearly all actives have a fitted effect of over 55% in size
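ThT emission at 510 nm, taken 1 hr after adding 30 uM dye, quantifies aggregates formed when 20 uM heparin acts on human tau K18 P301L for 6 hr at 37 C.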
ALDH1A1 inh: blocks purified human ALDH1A1 activity | Potency, µM (titrated, usually from 75.3 µM), inactives show top-dose activity, negative = inhibition, hits mostly inhibitors | AID 1030 | Purified ALDH1A1, NADH fluorescence, propionaldehyde substrate | P00352 | hit rate 7.3% among 220,000; active = well fitted inhibition curve with a large enough effect, not every such curve was filed as active; inconclusive = small, poorly fitted or top-dose-only effect, or another doubt; inactive = no such curve, though single readings can be large or run the other way;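 also: plate controls were no enzyme wells and a reference inhibitor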
Target sequence (P00352 whole entry, looked up): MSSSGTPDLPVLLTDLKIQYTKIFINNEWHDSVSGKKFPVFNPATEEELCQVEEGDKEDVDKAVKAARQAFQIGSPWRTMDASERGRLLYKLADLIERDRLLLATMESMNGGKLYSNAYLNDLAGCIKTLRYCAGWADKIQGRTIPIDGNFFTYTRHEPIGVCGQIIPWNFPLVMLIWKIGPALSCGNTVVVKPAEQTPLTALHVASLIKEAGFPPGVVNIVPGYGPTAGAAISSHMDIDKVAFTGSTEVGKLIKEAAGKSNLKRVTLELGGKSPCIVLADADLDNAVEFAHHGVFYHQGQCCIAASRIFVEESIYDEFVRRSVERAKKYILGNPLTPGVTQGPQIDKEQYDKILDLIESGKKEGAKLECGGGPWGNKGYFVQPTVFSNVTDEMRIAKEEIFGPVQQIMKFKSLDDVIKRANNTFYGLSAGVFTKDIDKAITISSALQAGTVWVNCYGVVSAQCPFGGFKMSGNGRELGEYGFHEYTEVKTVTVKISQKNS
Tau fluor counter: counter-screen for tau fibril formation inhibitors; Potency, µM (highest dose often 57.7 µM), without a hit: at the top dose activity change, negative = decrease; tau K18 P301L Alexa594 fluorescence, heparin fibrillization; hit rate 0.93% among 280,000; also: % is scaled to controls: 0 for no effect and ±100 for the full control effect; nearly all actives have a fitted effect of over 55% in size
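Human tau K18 P301L (15 uM unlabeled, 0.24 uM Alexa 594-labeled) in 100 mM sodium acetate pH 7 with 20 uM heparin, 6 hr at 37 C. ThT 30 uM added, 1 hr ambient; Alexa 594 FP and total fluorescence read at 555/632 nm.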
SMN2 splice enh: enhancers of SMN2 splice variant expression; HEK293 SMN2-luciferase splicing reporter, luminescence, 30-36 h; Potency, µM (titrated, usually from 46.1 µM), for inactives: at the top dose activity change, positive = activation, actives largely listed as activators; hit rate 2.8% among 210,000; also: % of control where 0% means no effect; nearly all actives have a fitted effect of over 55% in size
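HEK293 cells carry an SMN2 […]–luciferase reporter in which exon 7 inclusion puts luciferase in frame. Cells were plated 10-12 h before compound addition, then incubated 30-36 h at 37C. ONE-Glo luminescence was read; sodium butyrate at 4.5 mM final served as control.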
* marks the source's active call; other numbers are inactive results; ? = inconclusive; nt = no result given; & = joins results of further samples; [ ] = another dose, or the depositor's remark. Unless noted, calls follow the shape of the dose curve; as a rule, active = well fitted curve in the direction sought with a large enough effect; inconclusive = small, poorly fitted or top-dose-only effect, or another doubt; inactive = no such curve, though single readings can be large; an effect the other way counts as inactive or inconclusive. Potency is read from the fitted curve at half-maximal effect. An excerpt. The share of hits here may be higher or lower than overall.

structure	Tau FP inhib	HttQ103 aggreg	HTT cytoprotect	JMJD2E inh	Tau ThT inhib	ALDH1A1 inh	Tau fluor counter	SMN2 splice enh
Cc1cccc(C)c1NCc1nnc(SCC(=O)Nc2nc(-c3ccccc3)cs2)n1-c1ccccc1	7%	-1%	29%[10 µM]	12%	-5%	8%	-8%	-1%
NC(=O)CSc1nc(C2CC2)nc2sc3c(c12)CCCC3	-7%	1%[9.22 µM]	2%[10 µM]	1%	-16%	15%	-5%	nt
CC(OC(=O)c1snc(C(=O)NC2CCCCC2)c1N)C(=O)NC1CCCCC1 (stereo not given)	-8%	1%	6%[1.9 µM]	?	-9%	?	-2%	-35%[inhibitor]
CC(C)(C)n1nnnc1C(c1ccc(C(F)(F)F)cc1)N(Cc1ccccc1)Cc1ccco1 (stereo not given)	-3%	-27%	-45%[inhibitor]	-7%	-9%	6%	-10%	17%
COc1cc(CN2CCN(CCc3ccccc3)C(CCO)C2)cc(OC)c1 (stereo not given)	0%	-4%[9.22 µM]	-3%[10 µM]	4%	0%	-1%	2%	nt
CCCS(=O)(=O)c1ncc(Cl)c(C(=O)Nc2scc(-c3ccccc3)c2C(=O)OCC)n1	-14%	nt	nt	nt	7.9µM*	nt	?	-11%
CCCNC(=O)C(NS(=O)(=O)c1ccc2c(c1)c(=O)n(C)c(=O)n2C)c1ccccc1 (stereo not given)	-3%	11%	-12%	-4%	-2%	0%	0%	-2%
Cn1c(=O)c2c(nc(Sc3ccccc3N)n2C)n(C)c1=O	-3%	2%[9.22 µM]	21%[10 µM]	-4%	-8%	nt	-8%	nt
COc1ccc(N2CCN(C(=O)Cn3cnc4sc(C)c(S(=O)(=O)N5CCC(C)CC5)c4c3=O)CC2)cc1	15%	nt	nt	nt	?	nt	?	8%
Cc1cccc(CCNC(=O)C2CCCN(S(=O)(=O)c3cnc[nH]3)C2)c1 (stereo not given)	-7%	-13%	-4%	6%	1%	4%	7%	?
CCn1cc(C(=O)N2CCN(c3ccccn3)CC2)c2cc(OC)c(OC)cc2c1=O	1%	6%	0%	1%	-3%	-3%	1%	47%
CCCOc1ccc(N2CC(C(=O)Nc3ncccc3C)CC2=O)cc1 (stereo not given)	3%	-2%	0%[10 µM]	4%	-19%	6%	-5%	-6%
Cc1cc(C)nc(Sc2c(C)nn(-c3ccccc3)c2C)n1	2%	9%	-12%	9%	-5%	11%	3%	-18%
Cn1nc(C(F)(F)F)c(C#N)c1N1CCN(c2ccccc2)CC1	4%	1.4µM*	-11%	-1%	-18%	?	?	-2%
COC(=O)c1c(C)oc2c1cc(NS(=O)(=O)c1c(C)cc(C)cc1C)c1ccccc12	-11%	nt	nt	nt	-6%	nt	?	-4%
COc1cccc(NC(=O)c2nnn(CCc3ccccc3)c2N)c1	-4%	0%	-2%	5%	-18%	9%	-19%	?
Cc1ccc(OCCOc2ccc(Cl)cc2Cl)c([N+](=O)[O-])n1	-10%	15%	9%[10 µM]	-3%	?	-6%	?	-14%[1.84 µM]
COC(=O)C1=C(C)OC(N)=C(C#N)C1c1ccc(OC)c(CSc2ccccn2)c1 (stereo not given)	-10%	-3%	6%[10 µM]	-4%	?	?	-30%	0%
Cc1ccc(Cn2c(SCCN3CCCCC3)nc3c2c(=O)n(C)c(=O)n3C)cc1	-4%	-1%	7%	2%	-5%	4%	2%	18%
Cc1cc(-n2c(C)cc(C(=O)COC(=O)CN=C3NS(=O)(=O)c4ccccc43)c2C)no1	0%	6%	-3%[10 µM]	0%	-7%	20%	-3%	8%
CC1CCCCN1C(=O)c1ccc2c(c1)N(Cc1ccc(Cl)cc1)C(=O)c1ccccc1S2=O (stereo not given)	7%	nt	nt	nt	-5%	nt	-1%	-65%[inhibitor]
CC(C)NS(=O)(=O)c1ccc(OCC(=O)Nc2ccc3c(c2)OCCO3)cc1	-3%	-8%	-13%	-5%	-6%	5%	-8%	15%
O=C(NCCCN1CCCCCC1)C1CC(=O)N(C2CCCC2)C1 (stereo not given)	-1%	11%	4%	0%	15%	-10%	10%	-10%
Cc1nnc(SCC(=O)Nc2ccc3c(c2)OCCO3)n1CC1CCCO1 (stereo not given)	5%	-12%	18%	12%	-1%	7%	2%	2%
CC1CCC2(CC1)C(Nc1cccc(Cl)c1)=NC(=S)N2CC#N (stereo not given)	4%	-4%	-22%[10 µM]	-5%	2%	-4%	0%	-5%
CC(C)Oc1ccc(N2CC(C(=O)Nc3ccc(N4CCOCC4)cc3)CC2=O)cc1 (stereo not given)	11%	-20%	6%[10 µM]	0%	6%	?	3%	-8%
COCc1nnc(NC(=O)c2cc(C(=O)OC)cc([N+](=O)[O-])c2)s1	-2%	27%	-5%[10 µM]	-2%	-4%	-7%	-2%	19%
O=C(O)c1n[nH]nc1-c1ccccc1	-3%	-1%[9.22 µM]	8%[10 µM]	?	-3%	-35%	4%	nt
CCC(C)NC(=O)Cn1c(=O)n(-c2ccc(C)c(C)c2)c(=O)c2c3c(sc21)CCCCC3 (stereo not given)	7%	nt	nt	nt	12%	nt	19%	-5%
Cc1ccc(Nc2nc(C)c3c(n2)CC(C)CC3=O)c(C)c1 (stereo not given)	2%	-18%[9.22 µM]	-6%[10 µM]	?	-4%	?	-7%	nt
O=C(O)c1ccc(CSc2nnnn2C2CCCCC2)cc1	7%	-7%	3%[10 µM]	-4%	8%	18µM*	4%	-7%
O=C(CCCCCn1c(=O)[nH]c2ccsc2c1=O)NCc1ccccc1	-8%	nt	nt	nt	-3%	nt	-19%	-6%
O=C(Nc1ccccc1C(=O)NCCCn1ccnc1)c1ccc(Cl)cc1Cl	0%	-1%	14%[10 µM]	-5%	-4%	?	-6%	-27%
Cc1ccc(C(=O)Nc2nccs2)cc1S(=O)(=O)N1CCCCC1	-19%	-25%	-10%	-3%	-8%	-3%	-24%	-32%[inhibitor]
COc1ccc(C(C)C)cc1S(=O)(=O)Nc1ccncc1	0%	-8%	7%	0%	0%	?	-4%	-35%[inhibitor]
CC(C)CC(=O)Nc1cccc(-c2nc3ccccc3[nH]2)c1	-19%&-14%	9%[9.22 µM]	-8%[10 µM]	?	-5%	nt	-17%&-18%	?
CCOc1cc(S(=O)(=O)N2CCN(c3ccc(F)cc3)CC2)c(OCC)cc1-n1cnnn1	-6%	7%	2%	?	-10%	?	-9%	-6%
Cc1noc(C)c1COC(=O)[C@H](C)NS(=O)(=O)c1ccc(Cl)c(Cl)c1	2%	-10%	-21%	0%	-8%	5%	-12%	-14%
CCOC(=O)c1c(NC(=O)c2ccco2)n(C2CCCCC2)c2nc3ccccc3nc12	?	17%	-14%	?	18µM*	?	-29%	-30%
COc1cc(NC(=O)c2ccccc2Cl)ccc1NC(=O)c1cccs1	5%	-15%	-85%[inhibitor]	-10%	-10%	2%	-12%	22µM*
O=C(/C(=N/N=C/c1ccc(O)c(O)c1)c1ccccc1)c1ccccc1	-7%	-51%	?	?	?	0%	13µM*[quencher]	11%
COc1ccc(C2C(C(=O)NCc3ccccn3)CCC(=O)N2c2cc(OC)c(OC)c(OC)c2)cc1 (stereo not given)	2%	-12%	2%	2%	-6%	0%	2%	3%
Cc1ccc(-n2c(C)cc(C(=O)COC(=O)C3=NNC(=O)CC3)c2C)cc1	13%	-29%	-8%	-5%	2%	15%	-2%	-25%
CCOc1cc(/C=N/NC(=O)CSc2cccc3cccnc23)ccc1O	-1%	17%	-12%[10 µM]	?	?	?	-23%	18%
CCOC(=O)c1c(C)c(C(=O)NCc2ccc(Cl)cc2)c(C)n1C	-14%	nt	nt	nt	-10%	nt	-11%	-6%
CNC(=O)/C(=C\c1ccc2c(c1)OCO2)NC(=O)c1ccc(Br)cc1	1%	18%	-13%[0.074 µM]	8%	-2%	8%	4%	-24%
Cc1ccc(C)c(C(=O)CCC(=O)NCc2ccc(Cl)cc2)c1	0%	-3%	-15%	-7%	-13%	3%	-11%	13%
CCC(C)(C)c1ccc(Oc2ccc(NC(=O)COC(=O)C3=COCCO3)cc2)cc1	-12%	?	-70%[inhibitor]	-3%	?	?	?	-38%[inhibitor]
Cc1cc2ncn(/N=C/c3cc(Br)ccc3O)c2cc1C	-3%	31%[9.22 µM]	-4%[0.074 µM]	7%	-1%	2%	-6%	-1%
COC(=O)N/N=C/c1cc(N=Nc2ccccc2)ccc1O	2%	-1%[9.22 µM]	-40%[10 µM]	4%	1.1µM*	nt	?	nt
Cc1ccc(F)cc1NC(=O)Cc1nn(C)c(=O)c2ccccc12	-3%	14µM*	5%[10 µM]	-6%	1%	-3%	-1%	-46%[inhibitor]
